TDP1 block: qHTS Assay for Inhibitors of Tyrosyl-DNA Phosphodiesterase (TDP1) | Tyrosyl-DNA phosphodiesterase 1 (Homo sapiens), Q9NUW8 | recombinant TDP1, AlphaScreen DNA substrate cleavage | Potency, µM (titrated, usually from 130 µM), inactives show at the top dose activity change, negative = inhibition, usual class: inhibitors | actives 0.28% (n = 350,000) | AID 485290, 2010; active = well fitted inhibition curve with a large enough effect; note: nearly all actives have a fitted effect of over 40% in size
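E. coli-derived human Tdp1, 1 nM final. Cpd preinc 15 min RT; substrate 15 nM final, 5 min RT; AS bead mix 10 ug/ml final, 10 min RT. Signal loss = tyrosine-FITC cleavage. No-enzyme wells = max signal.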
The depositor's hits bear a star; [ ] = another dose, or the depositor's remark. % is set by controls: 0 for no effect and ±100 for the full control effect; potency is the fitted concentration of half-maximal effect. An excerpt (hit frequency here may not be typical).

Start of the listing, in advance:
TDP1 block,Structure
4%,CC1OC(OCC2OC(Oc3cc(O)c4c(c3)OC(c3ccc(O)cc3)CC4=O)C(O)C(O)C2O)C(O)C(O)C1O (stereo not drawn)
8%,CC(=O)O[C@H]1Cc2ccccc2N(C(N)=O)c2ccccc21
13%,COc1ccc(-c2cc(=O)c3c(OC)c(OC)c(OC)cc3o2)cc1OC

Results, from the first entry:
TDP1 block,Structure
4%,CC1OC(OCC2OC(Oc3cc(O)c4c(c3)OC(c3ccc(O)cc3)CC4=O)C(O)C(O)C2O)C(O)C(O)C1O (stereo not drawn)
8%,CC(=O)O[C@H]1Cc2ccccc2N(C(N)=O)c2ccccc21
13%,COc1ccc(-c2cc(=O)c3c(OC)c(OC)c(OC)cc3o2)cc1OC
6%,Cc1ccc2nc(NCCN)c3ncc(C)n3c2c1
12%[56.1 µM],CC1CCC(C(C)C)C(=O)C1 (stereo not drawn)
13%[21 µM],COc1ccccc1OC[C@H](O)COC(N)=O
-5%[56.1 µM],CCC(=O)O[C@@]1(C(=O)SCF)[C@@H](C)C[C@H]2[C@@H]3C[C@@H](F)C4=CC(=O)C=C[C@@]4(C)[C@]3(F)[C@@H](O)C[C@]21C

Arranged by SMILES length (rising): part of the list above.
TDP1 block,Structure
12%[56.1 µM],CC1CCC(C(C)C)C(=O)C1 (stereo not drawn)
4%,CC1OC(OCC2OC(Oc3cc(O)c4c(c3)OC(c3ccc(O)cc3)CC4=O)C(O)C(O)C2O)C(O)C(O)C1O (stereo not drawn)
-5%[56.1 µM],CCC(=O)O[C@@]1(C(=O)SCF)[C@@H](C)C[C@H]2[C@@H]3C[C@@H](F)C4=CC(=O)C=C[C@@]4(C)[C@]3(F)[C@@H](O)C[C@]21C

Bioassay records deposited in PubChem BioAssay by National Center for Advancing Translational Sciences (NCATS).
